# Screens: PubChem, several laboratories
# m5-HT2A agonist: mouse HTR2A agonism via beta-arrestin recruitment | CHO-K1 mHTR2A beta-arrestin complementation, luminescence; percent of 30 µM serotonin response | hit rate 0.66% among 360,000 | AID 624169 | activation, % at 7.6 µM | P35363;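 active = activation above a run cutoff, the mean activation of all tested compounds plus 3 SD, cut at about 14% in these data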;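 note: 0% = plate median of compound wells and 100% = 30 µM serotonin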
# Vif inh: blocks HIV Vif function | HEK293T cells, Vif self-association by quenched fluorescence, imaging, 24 h | inhibition, % at 7.49 µM | hit rate 0.35% among 340,000; in the data active = inhibition above about 50%, passing the limit was not always enough; inconclusive = no clear call, values can overlap the other calls; inactive = below about 31%; note: some results filed as inactive read as strong as hits
# Exocytosis inh: blocks lytic granule exocytosis; TALL-104 LAMP-1 surface exposure, flow cytometry; cells stimulated with thapsigargin and PMA; inhibition, % at 10 µM; hit rate 0.66% among 360,000; AID 651702;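 active = inhibition above about 55%, limit read from the data; inconclusive = no clear call, values can overlap the other calls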
# Cardio protect: protects H9c2 cardiomyocytes from peroxide injury; protection from H2O2 cell death, % at 20 µM; hit rate 0.63% among 360,000; H2O2 injury protection, ATPLite, 2 h;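 active = compounds giving at least 50% protection of heart cells from peroxide-induced death in the single-dose screen, raw or plate-pattern-corrected value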;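 note: 0% = DMSO wells with peroxide and 100% = DMSO wells without peroxide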
# hiPSC survival: hiPSC single-cell survival enhancement | ATPlite luminescence; 100% = ROCK inhibitor wells, 0% = DMSO | survival enhancement, % at 20 µM | AID 602274 | hit rate 0.044% among 360,000; in the data active = survival enhancement above about 18%;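 note: cells exposed to compounds for 16 hours before the ATP read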
# aDG glyco act: alpha-DG glycosylation activation | Pro5-aDG cells, alpha-DG glycosylation AlphaScreen (IIH6); 0% Pro5, 100% B10-LARGE cell signal | activation, % at 10 µM | hit rate 0.22% among 360,000 | AID 624168;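 active = activation of at least 8% versus controls, or a plate z-score of at least 8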;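 note: Pro5 are CHO cells carrying HIG-tagged alpha-DG that lacks glycosylation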
# ABCB6 inh 2: inhibitors of human ABC transporter ABCB6; Q9NP58; K562-ABCB6 porphyrin accumulation, flow cytometry, 1 h; stronger effect = lower value; fluorescence ratio to DMSO, % at 10 µM; hit rate 0.19% among 360,000;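 active = fluorescence ratio to DMSO below 75%, the collection mean minus 3 SD; inconclusive = too few cells collected in the well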;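 note: signal is porphyrin accumulated inside mitochondria; 100% equals median channel fluorescence of DMSO control wells; lower ratio means ABCB6 inhibition with less porphyrin fluorescence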
# Target sequence (Q9NP58 whole entry, looked up): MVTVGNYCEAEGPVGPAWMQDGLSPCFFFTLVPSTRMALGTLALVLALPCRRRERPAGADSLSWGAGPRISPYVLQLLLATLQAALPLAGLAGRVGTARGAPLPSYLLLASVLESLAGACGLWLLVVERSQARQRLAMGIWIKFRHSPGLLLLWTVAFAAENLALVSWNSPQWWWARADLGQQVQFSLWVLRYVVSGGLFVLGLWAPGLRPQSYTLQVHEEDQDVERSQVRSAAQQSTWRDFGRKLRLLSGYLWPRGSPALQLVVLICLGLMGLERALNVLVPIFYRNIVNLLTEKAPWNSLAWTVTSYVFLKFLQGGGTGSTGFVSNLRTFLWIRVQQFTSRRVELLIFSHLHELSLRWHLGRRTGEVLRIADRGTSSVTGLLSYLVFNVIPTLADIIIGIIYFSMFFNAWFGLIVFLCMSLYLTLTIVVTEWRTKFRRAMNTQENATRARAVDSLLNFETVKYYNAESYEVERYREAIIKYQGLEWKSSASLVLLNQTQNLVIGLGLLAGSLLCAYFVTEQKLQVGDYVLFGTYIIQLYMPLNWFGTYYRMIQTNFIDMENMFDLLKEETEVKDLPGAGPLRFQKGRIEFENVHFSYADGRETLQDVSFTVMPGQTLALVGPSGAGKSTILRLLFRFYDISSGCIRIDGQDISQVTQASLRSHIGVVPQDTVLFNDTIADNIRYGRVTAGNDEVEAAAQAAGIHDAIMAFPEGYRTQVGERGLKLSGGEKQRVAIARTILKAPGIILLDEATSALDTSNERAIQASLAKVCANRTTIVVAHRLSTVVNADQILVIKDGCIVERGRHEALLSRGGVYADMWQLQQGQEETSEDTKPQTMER
# Glyco luc inh: blocks N-linked glycosylation in D54 reporter cells; D54 ERlucT glycosylation luciferase reporter, 24 h; percent of 100 nM tunicamycin response; reporter increase, % at 12.5 µM; hit rate 0.23% among 360,000;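 active = mean luciferase reporter signal, scaled so untreated is 0 and the glycosylation-blocking control 100, at or above a set limit in every replicate; inconclusive = mean reaches the limit but not every replicate does; inactive = mean below the limit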;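 note: luciferase carries N-glycosylation sites so blocking glycosylation raises the light; 0% = median of neutral control wells and 100% = median of 100 nM tunicamycin wells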
# CaV13 ICDI inh: Primary screen for inhibitors of IQ motif and Ca2+-dependent inactivation inhibitor domain binding in CACNA1D, Förster resonance energy transfer in living cells, …. inhibition, % at 12.3 µM. HEK cells, CFP/YFP FRET ICDI-IQ, plate reader, 10 min; percent FRET-ratio fall versus neutral wells. hit rate 0.098% among 340,000;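 active = mean replicate inhibition of at least 30% and at least 1% of replicates passing that level; inconclusive = only one of the two criteria is met; inactive = neither criterion is met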;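 note: 0% = median of the neutral control wells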
# PDI turbidity: inhibitors of human protein disulfide isomerase. P07237. hit rate 0.052% among 350,000. inhibition, % at 10 µM. AID 588391. PDI insulin aggregation turbidity, A650, 90 min;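 active = mean inhibition across replicates of 30% or more, whatever share of single replicates reach that level; inconclusive = mean inhibition below 30% while every single replicate reaches 30%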;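 note: absorbance from insulin aggregation driven by PDI reduction with DTT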
# * marks the source's active call; other numbers are inactive results; ? = inconclusive; . = not tested or not shown; & = joins results of further samples; ! = not active in a repeat. The order is random; overall some 3.1% were active at least once.
SMILES,m5-HT2A agonist,Vif inh,Exocytosis inh,Cardio protect,hiPSC survival,aDG glyco act,ABCB6 inh 2,Glyco luc inh,CaV13 ICDI inh,PDI turbidity
Cn1c(NCCN2CCCC2)nc2cc(-c3ccccc3)sc2c1=O,-3,14,-5,7,-3.9,0.5,97,18,-5,6
COc1ccccc1OCC(=O)NC1CCCCCC1,0,-2,1,0,7.7,0.0,94,0,-8,-16
Cc1cccc(OCC(=O)Nc2c3c(nn2C(C)(C)C)CS(=O)(=O)C3)c1,3,5,-2,-1,0.3,0.0,93,-1,-7,4
O=C(NCc1ccccc1)c1ccc(CS(=O)Cc2cccc(Cl)c2)o1 (stereo unspecified),10,-6,7,-4,-2.8,0.3,96,1,-12,6
CCOc1ccc(NC(=O)Nc2cccs2)cc1,2,0,-2,-27,-4.6,-0.1,95,-6,-4,-8
Cc1ccc(OCc2nnc(NC(=O)c3ccco3)s2)c(C)c1,0,?,-2,-8,1.6,0.0,97,1,.,-1
Cc1ccc(N(CC(O)CN2CCOCC2)S(=O)(=O)c2ccc3ccccc3c2)cc1 (stereo unspecified),3,-2,-1,2,6.6,0.1,97,-3,-6,1
C/C=C(/C(=C/C)c1ccc(O)cc1)c1ccc(O)cc1,-2,1,-1,-6,-4.6,0.5,99,0,-5,3
Cc1ccc(-c2cnc(C(O)c3cccc(C)c3C)[nH]2)cc1 (stereo unspecified),-3,9,7,1,-1.8,0.0,104,-2,-10,13
Fc1ccccc1N1CC(c2ccccc2)C(c2cccs2)=N1 (stereo unspecified),-3,.,-3,-9,2.0,0.9,99,-2,-6,-1
CC(=O)OCC[C@H](NS(=O)(=O)OCC(Cl)(Cl)Cl)c1ccccc1,1,-2,-2,-2,1.3,1.7,101,1,-4,6
COc1ccc(OCC(O)CNC(=O)c2ccc(Br)cc2)cc1 (stereo unspecified),-4,9,0,-3,-1.5,-0.2,98,2,-4,-5
COc1ccc(OC)c(NC(=O)C2CCCNC2=O)c1 (stereo unspecified),0,-1,3,-3,-1.8,0.5,101,1,-7,-7
O=C(CCC(=O)c1cccs1)Nc1ccccc1F,2,32,-1,-3,-0.7,-0.1,95,1,.,1
COc1ccc(NCC(=O)N/N=C2\CCc3ccccc32)cc1,0,1,14,4,-0.8,-0.5,104,1,0,-1
CCOc1ccccc1NC(=O)CSc1nnnn1-c1ccccc1,1,.,-3,12,0.4,1.2,96,-3,.,5
CC(C)NC(NC(=O)/C=C/c1ccccc1)C(Cl)(Cl)Cl (stereo unspecified),1,-3,-2,-6,-1.6,-0.1,93,-1,-3,-8
O=C(NCCCNC(=O)c1ccccn1)c1ccccn1,3,5,0,5,2.0,0.1,93,0,.,2
CC(OC(=O)/C(C#N)=C/c1ccc(N(C)C)cc1)C(=O)NCc1ccco1 (stereo unspecified),-3,-7,-6,2,0.3,0.1,110,2,-7,-2
Cc1ccc[n+](C(C)C(=O)c2ccc(-c3ccccc3)cc2)c1 (stereo unspecified),-5,3,-2,-11,-1.2,-0.3,106,2,-2,0
CCNC(=O)C1(C)CCN(C(=O)c2ccc3snnc3c2)C1 (stereo unspecified),-7,.,-9,3,6.3,0.0,99,3,-5,-4
CC(C)S(=O)(=O)N1CCCC(c2cc(C(=O)Nc3ccc(F)c(Cl)c3)no2)C1 (stereo unspecified),-7,-27,0,-13,-1.9,-0.1,97,-3,-15,-1
COc1ccc2[nH]c3c(c2c1)CCN1C(=O)N([C@@H](C)C(=O)NCC2CCCO2)C(=O)[C@]31C (stereo partly specified),0,5,-6,0,-0.7,-0.2,94,-2,.,.
O=C(CSCc1cnn(-c2ccccc2)c1-n1cccc1)NCc1cccs1,-7,-20,4,-5,-1.6,0.2,103,-1,-5,2
CC1=CC(c2ccccc2)n2nc(N3C(=O)C4CC=CCC4C3=O)nc2N1 (stereo unspecified),8,5,-2,-8,2.0,-0.2,90,1,-4,12
COc1ccccc1N1CCN(/N=C\c2ccccc2)CC1,-1,3,-1,3,0.1,0.0,99,0,-5,3
Cc1cc(NC(=O)CSc2nnc3ccc(-c4ccc(F)cc4)nn23)no1,-2,10,-2,0,-0.5,0.1,103,3,-2,-14
CC(C)Oc1ccc(Oc2ccc(C(F)(F)F)cn2)cc1,0,.,2,-5,-0.7,-0.3,91,-1,.,5
CC1(OC(=O)C2CCCC2)C(=O)C=C2C=C(c3ccsc3)N(C3CCCCC3)C=C2C1=O (stereo unspecified),2,4,21,26,0.3,0.2,100,0,-6,-6
O=C(C=Cc1ccccc1F)c1ccccc1,-3,-6,-2,-17,-1.8,0.3,93,21,-5,.
CC(C)C[C@@H]1Cc2[nH]c(=S)[nH]c(=O)c2[C@H](C)O1,-3,.,-9,.,1.8,-0.1,104,.,-6,.
CCN(CCn1cccn1)C(=O)c1ccc(OC2CCN(C(=O)COC)CC2)cc1,-3,0,0,-2,-0.4,0.4,96,1,-2,9
COc1ccc(-c2noc(CCCC(=O)NCc3ccco3)n2)cc1OC,5,0,8,0,0.1,0.0,104,1,-4,0
COc1ccc(C(C)C)cc1S(=O)(=O)NC1CCCC1,5,-4,-3,-3,-0.4,0.1,100,1,-10,6
O=C(COC(=O)c1ccc(O)cc1O)NC(=O)Cc1ccccc1,-1,-5,-5,-4,-0.3,-0.1,98,2,-6,2
Cc1cc(C)cc(NC(=O)Cc2ccc(S(=O)(=O)N3CCCC3)s2)c1,-6,-2,-5,-4,0.4,-0.1,83,0,-6,20
COc1ccc(-c2csc(NC(=O)C3CCCO3)n2)cc1 (stereo unspecified),-1,1,-3,-3,0.8,0.3,98,2,-10,1
CC(=O)Nc1cc2nc(C)n(Cc3ccccc3[N+](=O)[O-])c2nc1C,-2,-3,-2,2,0.3,-0.1,102,1,6,-10
Cc1cc(C(F)F)nn1CC(=O)NC1C(=O)N2C(C(=O)O)=C(CSc3nnnn3C)CSC12 (stereo unspecified),0,-1,-3,-1,4.6,0.6,99,2,-8,1
Cc1occc1C(=O)N(Cc1nc(-c2ccccc2)no1)C(C)C,-4,-11,-4,-2,-0.5,-0.1,101,2,-15,1
O=C(C1CCN(S(=O)(=O)c2ccc(Cl)cc2)CC1)N1CCOCC1,5,-2,1,4,0.4,-0.3,99,1,-3,-11
CCS(=O)(=O)C1=NSC2=NC(=O)/C(=C\c3ccc(OC(=O)c4ccco4)cc3)C(=N)N21,2,3,-24,-2,0.7,-0.3,102,2,-7,4
CCc1ccc(OCCOCC(O)CNC2CCCC2)cc1 (stereo unspecified),-5,0,0,1,-0.4,-0.1,98,-1,4,-3
COc1ccc2c(/C=N/NS(=O)(=O)c3ccc(C)cc3)c[nH]c2c1,1,-8,?,1,-0.2,0.0,103,-1,-6,-2
CCC1=Nc2cc(C(=O)NCC3CCCO3)ccc2Sc2ccc(Br)cc21 (stereo unspecified),-2,8,4,-5,-0.6,0.0,89,19,-1,-3
CC1CN(C(=O)C2CC(=O)N(c3ccc(Cl)cc3)C2)CC(C)O1 (stereo unspecified),-1,2,-21,2,0.6,-0.2,100,1,-2,-3
CCOc1ccc(S(=O)(=O)NCc2ccccn2)c(C)c1C,9,2,0,8,-0.7,0.0,101,1,-20,-9
COc1ccc(N2CCN(C(=O)C(=O)c3cn(CC(=O)N4CCCC4)c4ccccc34)CC2)cc1,-2,-8,6,3,-0.1,-0.3,97,4,-12,5
CN(C)CCCNCCCNC(=O)c1ccco1,-4&2,65*!,-1&-4,-2&4,-1.8&1.3,0.0&-0.1,92&94,6&1,-9&-4,1&2
CCn1c(=N)n(CC(=O)c2ccc(Cl)c(Cl)c2)c2ccccc21,-3,-7,37,-6,-0.3,8.0*,100,-4,-21,-5
CCn1c2ccccc2c2cc(NC(=O)CSc3nnc(-c4cccc(F)c4)o3)ccc21,-5,2,40,-28,3.9,0.1,109,4,-3,2
CCCCCCCCNC(C)C(O)c1ccc(SC(C)C)cc1 (stereo unspecified),-3,-2&2,39,-46,-4.6,2.7,95,-2,-6,1
COc1cc(NS(=O)(=O)c2ccc3c(c2)n(C)c(=O)n3C)cc(OC)c1,7,2,0,20,-0.9,0.1,98,12,.,-9
COC(=O)COc1ccc2oc(=O)cc(-c3cc4cccc(OC)c4o3)c2c1,-2,-2,11,6,0.0,-0.1,90,1,-7,3
CCC(c1nnnn1CCC(C)C)N1CCC(C(N)=O)CC1 (stereo unspecified),-5,6,0,-6,3.3,0.1,101,2,-6,-2
CCC(=O)c1ccc(OCC(O)CN2CCN(C(c3ccccc3)c3ccccc3)CC2)cc1 (stereo unspecified),-6,.,6,-21,-2.4,0.4,100,-5,-9,2
CCOc1cc(C(=S)N2CCOCC2)ccc1OC(=O)c1ccccc1,1,-3,3,-6,-0.1,-0.1,82,2,-4,16
O=C(NCC1OCCc2ccccc21)c1cc(COc2c(F)cccc2F)on1 (stereo unspecified),-4,0,-6,3,-0.7,0.0,98,0,-5,8
CCCCc1cc(=O)oc2cc(OCC(=O)NCCN3CCOCC3)c(Cl)cc12,-3,-2,1,3,-0.2,0.0,94,-1,-20,0
Cc1ncoc1C(=O)N1CCCC(C(=O)c2cccc(OC(C)C)c2)C1 (stereo unspecified),1,-2,1,-1,0.7,0.2,99,1,1,4

# Next section.
SMILES,m5-HT2A agonist,Vif inh,Exocytosis inh,Cardio protect,hiPSC survival,aDG glyco act,ABCB6 inh 2,Glyco luc inh,CaV13 ICDI inh,PDI turbidity
CC1CC(C)(C)NC(=S)N1CCC(=O)N1CCc2ccccc2C1 (stereo unspecified),3,-10,7,4,0.5,0.1,88,1,-3,-8
CCN(CC(=O)Nc1c(F)cccc1F)C(=O)CSCc1ccc(C)cc1,1,-7,2,8,0.1,0.1,96,-1,-12,4
Cc1cc(C(=O)COC(=O)C2=NNC(=O)CC2)c(C)n1CCc1ccccc1,-2,-4,-2,-3,-0.4,-0.2,95,0,0,1
CCCOC(=O)c1ccc(NC(=O)CC(C)(C)C)cc1,-2,-1,-4,-4,-2.3,0.2,102,0,1,13
COC(=O)c1c(C(=O)OC)c(-c2ccc(C)cc2)n2c1CS(=O)(=O)C2,-2,.,-4,-2,0.8,0.8,97,2,-5,-1
COc1ccc(CCN=C(N)NS(=O)(=O)c2ccccc2)cc1OC,1,5,-3,1,1.0,0.1,96,1,-4,0
Cc1ccc(-c2nc3c(c(=O)[nH]c(=O)n3CC(C)C)n2CC(C)C)cc1[N+](=O)[O-],-3,0,-2,-6,-0.2,1.1,93,0,10,4
CN(C)C(=O)c1ccc(-n2nc(C(F)(F)F)c3c2CCCC3)cc1,1,-3,-6,7,0.2,0.2,99,3,-5,-2

# Results in Vif inh, Glyco luc inh and Exocytosis inh, for some of the entries so far:
Structure | Vif inh | Glyco luc inh | Exocytosis inh
COc1ccc(CCN=C(N)NS(=O)(=O)c2ccccc2)cc1OC | 5 | 1 | -3
Cc1ccc(-c2nc3c(c(=O)[nH]c(=O)n3CC(C)C)n2CC(C)C)cc1[N+](=O)[O-] | 0 | 0 | -2
